Bioassay records deposited in PubChem BioAssay by National Center for Advancing Translational Sciences (NCATS).
TDP43 rescue – TDP-43 toxicity inhibition in yeast | actives 1.8% (n = 410,000) | AID 652104 | Potency, µM (doses to about 46.1 µM), for inactives: at the top dose growth rescue (activation), most hits filed as activators | TDP-43 expressing yeast growth rescue, BacTiter-Glo, 24 h; note: potency is the fitted concentration of half-maximal effect; % of control where 0% means no effect; nearly all actives have a fitted effect of over 50% in size
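Cell-based yeast growth screen: TDP-43 expression induced in galactose, inoculum OD600=0.02 after raffinose pregrowth to mid-log. Read-out BacTiter-Glo luminescence at 24 hr, 30 deg C; inhibition of toxicity seen as signal increase.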
pAkt inh – blocks phosphorylation of Akt. Neuro2A IGF-stimulated pAkt S473 HTRF, 20 min; hits give low values. activity change, % for hits at 50 µM. actives 0.32% (n = 360,000); in the data active = activity change below about -80%; inconclusive = mostly about -51% to -80%; note: % is set by controls: 0 for no effect and ±100 for the full control effect
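Neuro2A cells (4,500/well, DMEM with 0.5% FBS) were treated with compound at a single 50 µM final concentration, stimulated with 6 nM IGF for 20 min at 37 °C, and lysed. Phospho-Akt Ser473 was read by HTRF as 665/615 ratio ×10^4.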
aSyn rescue – rescues yeast growth from alpha-synuclein toxicity. actives 0.14% (n = 370,000). Potency, µM (top dose mostly 46.1 µM), for the others: at the highest dose growth rescue (activation), most hits filed as activators. AID 652106. Yeast expressing alpha-synuclein, growth rescue, BacTiter-Glo, 24 h; note: potency is the fitted concentration of half-maximal effect; % of control where 0% means no effect; nearly all actives have a fitted effect of over 65% in size
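Readout is rescue of growth in alpha-synuclein-expressing yeast, so inhibitors of toxicity appear as activators. Growth after 24 hr at 30 deg C in galactose medium is quantified by luminescence.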
GLP1R cytotox – cytotoxicity in counter-screen for GLP-1R inverse agonists; actives 0.13% (n = 410,000); Potency, µM (titrated, usually from 38.3 µM), for the others: at the top dose activity change, negative = inhibition, usual class: inhibitors; HEK293 cAMP-luciferase reporter cells, luminescence, 24 h;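 note: loss of luciferase light is scored as toxicity; potency is the fitted concentration of half-maximal effect; % is set by controls: 0 for no effect and ±100 for the full control effect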
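Seeding density was 200 cells/uL; after overnight-length (12 h) culture, 23 nL compounds went on for 24 h at 37 °C. Readout used a luciferase detection reagent, luminescence taken after 12 min at room temperature.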
GLP1R inv ag – acts as inverse agonist at human GLP-1 receptor | P43220 | HEK293 GLP-1R CRE-luciferase, luminescence, 24 h; GLP-1R form is constitutively active | Potency, µM (doses to about 38.3 µM), for inactives: at the top dose activity change, negative = inhibition, usual class: inhibitors | actives 1.6% (n = 410,000) | AID 624417; note: potency is the fitted concentration of half-maximal effect; % is set by controls: 0 for no effect and ±100 for the full control effect; nearly all actives have a fitted effect of over 55% in size
Target sequence (P43220 whole entry, looked up): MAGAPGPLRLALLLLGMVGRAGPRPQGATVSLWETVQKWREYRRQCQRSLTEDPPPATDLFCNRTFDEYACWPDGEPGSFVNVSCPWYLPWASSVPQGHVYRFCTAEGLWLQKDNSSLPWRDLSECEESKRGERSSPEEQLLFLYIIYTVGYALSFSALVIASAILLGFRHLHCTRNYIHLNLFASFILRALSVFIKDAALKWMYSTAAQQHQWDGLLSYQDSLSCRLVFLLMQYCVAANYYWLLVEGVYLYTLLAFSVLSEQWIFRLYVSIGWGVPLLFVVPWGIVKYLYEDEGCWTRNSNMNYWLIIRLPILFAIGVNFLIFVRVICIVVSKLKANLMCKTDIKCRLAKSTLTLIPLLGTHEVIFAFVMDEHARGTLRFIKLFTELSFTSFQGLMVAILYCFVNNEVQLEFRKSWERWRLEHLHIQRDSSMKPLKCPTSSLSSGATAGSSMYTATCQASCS
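Inverse agonists were sought by their lowering of basal cAMP reporter luciferase output in HEK293 cells stably carrying constitutively active human GLP-1R, after 24 h compound treatment.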
Abeta rescue – A-beta toxicity reversal in yeast. yeast expressing A-beta42, growth rescue, OD600, 48 h; response scale: 0% DMSO, 100% iron-clioquinol control. Potency, µM (titrated, usually from 46.1 µM), without a hit: top-dose growth rescue, usual class: activators. actives 0.063% (n = 410,000). AID 1347071; note: potency is the fitted concentration of half-maximal effect; nearly all actives have a fitted effect of over 55% in size
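Growth rescue measured by 600 nm absorbance after 48 h yeast culture at 30 C with compound. Values normalized between DMSO and an equimolar ferric chloride plus clioquinol control.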
PTHR1 ag – agonists of human PTHR1 parathyroid hormone receptor; Q03431; AID 743266; HEK293 GP2 PTHR1 cells, GloSensor cAMP luminescence, 1 h; actives 0.075% (n = 410,000); Potency, µM (highest dose often 115 µM), for the others: top-dose activation, hits mostly activators; note: potency is the fitted concentration of half-maximal effect; nearly all actives have a fitted effect of over 55% in size; some results filed as inactive show a strong effect at the top dose; inactives centre near -15; many of its hits are not listed in these tables
Target sequence (Q03431 whole entry, looked up): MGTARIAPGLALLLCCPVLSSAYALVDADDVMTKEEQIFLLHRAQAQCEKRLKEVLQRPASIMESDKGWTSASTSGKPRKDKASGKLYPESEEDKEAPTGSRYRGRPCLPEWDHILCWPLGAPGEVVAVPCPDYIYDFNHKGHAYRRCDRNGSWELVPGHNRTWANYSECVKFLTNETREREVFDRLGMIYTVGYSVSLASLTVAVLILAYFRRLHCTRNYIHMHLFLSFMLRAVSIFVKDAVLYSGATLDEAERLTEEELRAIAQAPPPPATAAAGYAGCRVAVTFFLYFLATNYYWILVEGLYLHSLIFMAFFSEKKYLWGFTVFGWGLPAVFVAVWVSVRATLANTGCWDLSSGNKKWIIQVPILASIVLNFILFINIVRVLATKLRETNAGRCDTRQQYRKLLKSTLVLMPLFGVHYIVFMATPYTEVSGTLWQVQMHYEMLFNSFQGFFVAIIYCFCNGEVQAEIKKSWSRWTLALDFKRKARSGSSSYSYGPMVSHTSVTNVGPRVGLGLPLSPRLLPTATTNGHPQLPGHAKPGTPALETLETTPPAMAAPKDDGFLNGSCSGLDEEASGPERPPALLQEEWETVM
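HEK-293-derived GP2 cells expressing PTHR1 and a GloSensor cAMP reporter, 3,000/well, plated overnight, given luciferin plus IBMX (each 0.5 mM as added) for 1 h at 37 °C, then compound for 1 h at 37 °C. Luminescence was read after 15 min at room temperature.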
MmCpn inh – blocks the Methanococcus maripaludis chaperonin Mm-Cpn | purified Mm-Cpn ATPase, ADP Transcreener TR-FRET | Potency, µM (top dose mostly 76.9 µM), without a hit: at the top dose activity, negative = inhibition, hits mostly inhibitors | actives 0.031% (n = 330,000) | AID 504842; note: potency is the fitted concentration of half-maximal effect; % is set by controls: 0 for no effect and ±100 for the full control effect; nearly all actives have a fitted effect of over 80% in size
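Purified archaeal chaperonin (25 nM final) was preincubated with compound for 10 min at 37°C, then ATP (10 uM final) was added for 30 min at 37°C in Tris pH 7.4/KCl/MgCl2/DTT buffer. ADP was quantified by HTRF Transcreener TR-FRET.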
FUS suppressor – rescues growth of FUS-expressing yeast; S. cerevisiae FUS-expressing, growth rescue, OD600, 24 h; Potency, µM (top dose mostly 76.6 µM), without a hit: at the highest dose growth rescue (activation), hits mostly activators; actives 0.24% (n = 390,000);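 note: potency is the fitted concentration of half-maximal effect; plate controls were DMSO vehicle for no effect and reference control for full effect; nearly all actives have a fitted effect of over 55% in size; some results filed as inactive show a strong effect at the top dose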
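Toxicity suppression screen in FUS-yeast. Cells induced with 2% galactose, starting OD 0.005, treated 24hr at 30C with compounds at multiple final concentrations; growth by OD600.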
Numbers without * were called inactive; i = inactive; ? = inconclusive; nt = no result given; & = joins results of further samples; [ ] = another dose, or the depositor's remark. Unless noted, calls come from the whole dose curve; as a rule, active = well fitted curve in the direction sought with a large enough effect; inconclusive = small, poorly fitted or top-dose-only effect, or another doubt; inactive = no such curve, though single readings can be large; an effect the other way counts as inactive or inconclusive. Not all compounds are listed. The share of hits here may be higher or lower than overall.

SMILES | TDP43 rescue | pAkt inh | aSyn rescue | GLP1R cytotox | GLP1R inv ag | Abeta rescue | PTHR1 ag | MmCpn inh | FUS suppressor
COc1ccccc1N1CCN(c2ccc(N3C(=O)CCC3=O)cc2[N+](=O)[O-])CC1 | -11.5% | i | -0.5% | 3.0% | 13.4% | -17.1% | -7.9% | 0.1% | 2.8%
S=C(NCc1cccnc1)Nc1ccc(Cl)c(Cl)c1 | -7.4% | i | -11.6% | 8.2% | ? | -3.6% | i | 2.0% | -11.0%
COc1ccc(CNCc2cn(-c3cccc(F)c3)nc2-c2ccc(C)o2)cc1 | -2.5% | i | 10.5% | 8.4% | ? | -1.9% | ? | -1.2% | ?
Cc1nnsc1C(=O)Oc1ccc(Cl)cc1 | 7.8% | nt | nt | -12.6% | 12.9% | -1.8% | -13.1% | nt | -12.6%
COc1cc(C2c3cc4c(cc3C(O)C3COC(=O)C23)OCO4)cc(OC)c1OC (configuration not stated) | 0.0% | i | 4.3%&2.1% | -44.9% | -31.3% | 11.6% | i | nt | nt
Cc1ccc(C(=O)N2c3nc(-c4ccco4)nn3C3(CCCCC3)[C@@H]3CCCC[C@@H]32)cc1 | 26.0% | nt | nt | -9.4% | ? | 6.2% | -8.8% | nt | ?
CC(=O)c1ccc(S(=O)(=O)NCC(=O)NC(c2nc3ccccc3[nH]2)C(C)C)cc1 (configuration not stated) | 8.0% | i | -10.6% | 6.4% | -8.5% | 2.2% | 3.2% | -4.9% | -7.5%
COc1cc(OC)c(C(=O)OCC(=O)Nc2nnc(-c3ccccc3)o2)cc1OC | 14.0% | i | 0.4% | -11.7% | 11.6% | 7.9% | -20.0% | -1.6% | -1.7%
CN[C@H]1C[C@@H](c2ccccc2)N(C(C)=O)C[C@H]1CO | 6.2% | i | -9.2% | 1.4% | 19.2% | -27.6% | -23.2% | nt | -24.4%
CC(C)(C#N)NC(=O)C(=O)c1c(-c2ccccc2)cc2ccccn12 | 27.1% | i | 3.3% | -20.3% | -3.6% | 6.1% | i | -6.9% | -3.0%
O=C(CSc1nnc(COc2ccccc2)n1Cc1ccco1)Nc1ccc2c(c1)OCCO2 | 7.4% | i | 2.1% | -4.7% | -8.0% | 15.8% | -0.1%[57.5 µM] | -0.2% | 14.6%
COc1ccc(CN(Cc2cccnc2)C(=S)NCCc2ccccc2)cc1OC | -1.5% | nt | nt | 1.1% | 6.8% | -10.2% | -25.5% | -0.6% | -2.6%
CC(C)(C)S(=O)N1Cc2cc(=O)n(Cc3ccccc3)cc2[C@@H]1CCO (some centres not stated) | -10.5% | i | 0.3% | 1.0% | 8.7% | -15.8% | -9.5% | nt | -4.7%
O=C(Nc1ccc(C(=O)N2CCCCC2)cc1)C1CC1 | 11.1% | i | 0.3% | 0.4% | 6.0% | -3.8% | i | nt | -23.0%
COc1cc(/C=C/C(=O)OCC(=O)c2c[nH]c3ccccc23)ccc1OC(F)F | 15.9% | i | -0.8% | -1.4% | 7.1% | 10.7% | -13.4% | -3.5% | -10.6%
Cc1ccc(Cn2c(SCc3cccnc3)nc3c2c(=O)n(C)c(=O)n3C)cc1 | -5.5% | i | 1.8% | -8.7% | 0.0% | -7.0% | i | -1.6% | -2.9%
Cc1cc(C)c(CN2CCC(n3nccc3NC(=O)C3CCCC3)CC2)cc1C | -8.8% | i | 4.9% | ? | ? | -16.9% | i | -2.0% | 20.3%
Cc1ccc(NC(=O)Nc2ccc(F)cc2)nc1 | -0.9% | i | 1.1% | -11.1% | -20.5% | 18.7% | -75.1%[inhibitor] | 0.5% | 14.1%
Cc1c(Cl)cnc(NC(=O)CSc2n[nH]c(N)n2)c1Cl | 18.1% | i | 1.2% | 2.5% | 10.6% | -2.9% | i | -2.4% | -11.6%
CCOC(=O)C1(C)CCN1C(=O)c1cccc(C#N)c1 (configuration not stated) | 11.0% | i | 0.9% | 2.6% | -11.7% | -7.5% | i | nt | -36.9%
Cc1ccc(CNCc2c(C(=O)O)c(C)n(Cc3ccc(C)cc3)c2C)cc1 | -3.1% | nt | nt | -0.9% | -4.2% | 21.2% | i | nt | 20.0%
O=C(NCCOc1ccc(F)cc1)C1CCC(=O)N(CCCN2CCOCC2)C1 (configuration not stated) | 7.3% | i | 4.5% | -0.8% | -0.6% | 17.0% | i | 2.1% | 5.7%
Nc1cc(-c2ccc(OC(F)(F)F)cc2)nn1-c1ccc(Cl)c(Cl)c1 | -82.6%[inhibitor] | i | -32.4%[inhibitor] | -97.7% | ? | -54.2%[inhibitor] | -30.0% | -3.9% | 25.3%
Cc1cc(NC(=O)CSc2nnc(C)n2-c2ccccc2)no1 | -11.7% | i | 0.2% | 1.3% | 19.4% | 1.3% | -13.4% | -1.5% | 16.1%
COc1ccccc1NC(=S)N1CC(C)OC(C)C1 (configuration not stated) | -2.0% | i | -6.1% | 13.6% | 20.0% | -4.0% | -5.0% | -8.1% | -1.1%
Cc1ccc(-n2cc3ccc([N+](=O)[O-])cc3n2)cc1 | 15.8µM* | i | 1.7% | -5.7% | -54.0% | 1.9% | -31.3%[inhibitor] | -1.3% | 0.3%
Cc1noc(C)c1C(=O)OC(C)C(=O)Nc1ccc(S(=O)(=O)NC(C)C)cc1 (configuration not stated) | -17.5% | i | -4.5% | -14.0% | -5.7% | -6.7% | i | -1.0% | nt
CCc1nnc(NC(=O)CSc2nc(SC)ns2)s1 | -21.7% | i | 11.6% | -6.8% | 19.3% | -7.8% | -3.2% | -2.7% | 26.0%
CCN1C(=O)c2ccc(C(=O)Nc3ncc(C)s3)cc2C1=O | 6.0%[9.22 µM] | i | -3.8% | 8.1% | 19.3% | 6.7% | -16.8% | 1.5% | -8.3%
CC(C)C(=O)NC(NC(=O)C(C)C)c1ccc([N+](=O)[O-])cc1 | 14.2% | i | -0.3% | 9.3% | 15.9% | -1.4% | -6.4% | -0.3% | nt
O=C(c1ccc(S(=O)(=O)NCc2ccco2)cc1)N1CCN(Cc2ccccc2)CC1 | 10.9% | i | 1.0% | -8.8% | -6.8% | -10.4% | -56.1%[inhibitor] | -0.2% | 15.3%
NNC(=O)c1csc(-c2cccc(C(F)(F)F)c2)n1 | 24.8% | i | 2.0% | 10.5% | -2.2% | -0.8% | i | 0.3% | 13.4%
Cc1nn(C)c(C(=O)NNC(=S)Nc2ccc(F)cc2)c1[N+](=O)[O-] | -12.3% | i | -0.9% | 3.6% | 36.4%[activator] | 10.1% | i | 1.4% | 32.6%
CCCNC(=O)/C(C#N)=C1\N=C(NC(=O)c2ccco2)c2ccccc21 | -10.7% | i | -4.5% | -8.4% | 40.0%[activator] | -29.8% | -14.2% | -0.4% | 14.1%
COc1cnn(-c2ccc(C)cc2)c(=O)c1SCc1ccccc1 | 18.5% | i | -1.0% | 7.1% | ? | 3.4% | i | -1.0% | 13.3%
Cn1c(-c2ccc(F)cc2)cnc1NCc1ccc(F)cc1F | 5.4% | i | -0.6% | 3.4% | ? | 2.2% | i | 0.1% | -10.0%
O=[N+]([O-])c1cc2ccccc2c(O)c1O | -89.8%[inhibitor] | i | 5.8% | -13.5% | -25.1% | -79.9%[inhibitor] | -20.0% | nt | 3.9%
COc1cc(SC)ccc1C(=O)OCC(=O)NCC(C)C | 4.4% | i | -1.0% | -1.1% | 16.0% | -9.8% | -16.7% | -6.2% | -24.0%
COc1ccc(Br)cc1C(=O)CCC(=O)OCC(=O)Nc1cc(C(N)=O)cc(C(N)=O)c1 | -6.9% | i | 1.6% | 3.6% | 35.7%[activator] | -9.2% | i | -0.7% | 13.7%
COc1ccc(CCN2C(=O)CC(C(N)=O)SC2=Nc2ccccc2)cc1OC (configuration not stated) | 16.7% | i | -3.4% | 1.4% | -0.5% | 7.6% | -3.1% | -1.0% | nt
Cc1cccc(NC(=O)c2ccc(CN3CC(=O)N4CCCCC4C3=O)cc2)c1C (configuration not stated) | -1.5% | nt | nt | 9.1% | -1.1% | -20.5% | i | nt | 3.2%
COC(=O)c1ccc(NC(=O)c2ccccc2CC[N+](=O)[O-])cc1 | 15.6% | i | -2.3% | -4.7% | -6.6% | 17.5% | -25.0% | ? | 2.5%
O=C(Nc1ccccc1Cl)c1cccc(NC(=O)C2CCCC2)c1 | ? | i | 3.3% | -8.8% | ? | -5.1% | -9.0% | 1.1% | -6.2%
Cc1ccc(C(=O)Nc2sc3c(c2C(=O)O)CCCCC3)o1 | -39.8%[inhibitor] | i | -17.4% | ? | ? | -11.6% | -16.5%[57.5 µM] | -1.8% | -3.7%
CCOC(=O)NCc1ccc(CNC(=O)OCC)cc1 | -9.2% | i | -6.1% | 5.9% | 12.2% | -4.5% | 5.6%[57.5 µM] | 0.1% | -2.2%
CCCc1ccc(OCCNC(=O)c2ccco2)cc1 | 15.1% | i | -2.1% | 1.0% | ? | 26.2% | -7.1% | -13.5% | 10.1%
Cc1ccc(CNC(=O)CCC(=O)c2cccs2)cc1 | 20.4% | nt | nt | -10.0% | 22.0% | 3.9% | i | 0.1% | -3.8%
Cc1ccc(C)c(NC(=O)CSc2nc(C)cs2)c1 | ? | i | -1.2% | -32.9% | -2.4% | 2.6% | -1.2% | 2.2% | -17.1%
CN(C)C(/C=C/Nc1cccc(Br)c1)=C(C#N)C#N | -4.5% | i | -1.3% | -6.9% | 2.5% | -0.3% | i | -2.1% | 3.9%
